HTR2A ag = mouse HTR2A agonism via beta-arrestin recruitment; P35363; CHO-K1 mHTR2A beta-arrestin complementation, luminescence; percent of 30 µM serotonin response; activation, % at 7.6 µM; actives 0.66% (n = 360,000);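 active = activation above a run cutoff, the mean activation of all tested compounds plus 3 SD, cut at about 14% in these data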;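 also: 0% = plate median of compound wells and 100% = 30 µM serotonin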
Glyco luc inh = N-linked glycosylation inhibition; D54 ERlucT glycosylation luciferase reporter, 24 h; percent of 100 nM tunicamycin response; reporter increase, % at 12.5 µM; actives 0.23% (n = 360,000);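 active = mean luciferase reporter signal, scaled so untreated is 0 and the glycosylation-blocking control 100, at or above a set limit in every replicate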;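 also: luciferase carries N-glycosylation sites so blocking glycosylation raises the light; 0% = median of neutral control wells and 100% = median of 100 nM tunicamycin wells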
MC4R ag barr = agonists of human melanocortin 4 receptor (MC4R) beta-arrestin. P32245. activation, % at 8.9 µM. U2OS MC4R beta-arrestin complementation, luminescence; percent of melanotan II response, DMSO zero. AID 540308. actives 0.98% (n = 360,000);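 active = activation above a per-plate cutoff, the mean activation of sample wells on that plate plus 3 SD, cut at about 8% in these data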
H9c2 protect = protects H9c2 cardiomyocytes from peroxide injury | protection from H2O2 cell death, % at 20 µM | AID 588492 | H2O2 injury protection, ATPLite, 2 h | actives 0.63% (n = 360,000);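 active = compounds giving at least 50% protection of heart cells from peroxide-induced death in the single-dose screen, raw or plate-pattern-corrected value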;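 also: 0% = DMSO wells with peroxide and 100% = DMSO wells without peroxide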
ABCB6 inh 2 = blocks the human ABCB6 transporter | Q9NP58 | fluorescence ratio to DMSO, % at 10 µM | AID 602162 | actives 0.19% (n = 360,000) | K562-ABCB6 porphyrin accumulation, flow cytometry, 1 h; active compounds read low;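 active = fluorescence ratio to DMSO below 75%, the collection mean minus 3 SD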;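 also: signal is porphyrin accumulated inside mitochondria; 100% equals median channel fluorescence of DMSO control wells; lower ratio means ABCB6 inhibition with less porphyrin fluorescence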
Target sequence (Q9NP58 whole entry, looked up): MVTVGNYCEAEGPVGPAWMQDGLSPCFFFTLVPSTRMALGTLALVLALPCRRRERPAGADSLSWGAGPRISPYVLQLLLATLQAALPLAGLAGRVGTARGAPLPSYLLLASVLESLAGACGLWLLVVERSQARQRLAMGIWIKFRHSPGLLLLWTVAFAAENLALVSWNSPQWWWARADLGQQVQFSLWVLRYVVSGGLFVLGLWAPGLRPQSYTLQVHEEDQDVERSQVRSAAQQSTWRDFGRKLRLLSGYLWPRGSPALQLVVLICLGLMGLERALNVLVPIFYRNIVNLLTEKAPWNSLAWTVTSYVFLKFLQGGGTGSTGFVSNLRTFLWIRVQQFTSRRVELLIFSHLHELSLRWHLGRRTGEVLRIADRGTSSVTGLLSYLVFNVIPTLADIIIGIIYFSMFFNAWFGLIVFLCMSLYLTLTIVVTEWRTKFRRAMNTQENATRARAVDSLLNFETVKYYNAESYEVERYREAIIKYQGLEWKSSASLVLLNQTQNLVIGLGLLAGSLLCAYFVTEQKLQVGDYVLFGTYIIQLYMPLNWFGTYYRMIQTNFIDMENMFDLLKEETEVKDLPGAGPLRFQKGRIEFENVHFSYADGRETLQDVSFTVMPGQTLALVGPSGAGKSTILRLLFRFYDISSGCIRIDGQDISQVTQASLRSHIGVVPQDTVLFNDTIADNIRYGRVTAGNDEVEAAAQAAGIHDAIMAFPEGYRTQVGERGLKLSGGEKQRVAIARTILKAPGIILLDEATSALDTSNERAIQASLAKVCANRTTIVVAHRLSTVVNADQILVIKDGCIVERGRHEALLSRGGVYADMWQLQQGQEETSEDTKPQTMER
ABHD5 PLIN5 PPI = blocks binding of human ABHD5 to perilipin-5. Q00G26+Q8WTS1. Split G. princeps luciferase complementation, luminescence, 4 h. inhibition, % at 4 µM. actives 0.78% (n = 360,000);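 active = inhibition above the mean inhibition across every tested compound plus 3 SD, cut at about 22% in these data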;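 also: 0% = DMSO only wells and the 100% control is not disclosed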
aDG glyco up = increases alpha dystroglycan glycosylation. Pro5-aDG cells, alpha-DG glycosylation AlphaScreen (IIH6); 0% Pro5, 100% B10-LARGE cell signal. activation, % at 10 µM. actives 0.22% (n = 360,000). AID 624168;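 active = activation of at least 8% versus controls, or a plate z-score of at least 8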;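 also: Pro5 are CHO cells carrying HIG-tagged alpha-DG that lacks glycosylation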
iPSC survival up = increases survival of single human iPS cells; survival enhancement, % at 20 µM; hiPSC single-cell survival, ATPlite luminescence; 100% = ROCK inhibitor wells, 0% = DMSO; actives 0.044% (n = 360,000); AID 602274; in the data active = survival enhancement above about 18%;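 also: cells exposed to compounds for 16 hours before the ATP read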
Granule exo inh = lytic granule exocytosis inhibition; TALL-104 LAMP-1 surface exposure, flow cytometry; cells stimulated with thapsigargin and PMA; inhibition, % at 10 µM; actives 0.66% (n = 360,000);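 active = inhibition above about 55%, limit read from the data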
MC4R antag cAMP = antagonists of human melanocortin 4 receptor (MC4R). P32245. MC4R-expressing cells, MTII-stimulated cAMP, LANCE TR-FRET. inhibition, % at 6.5 µM. actives 0.48% (n = 360,000). AID 540295;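 active = inhibition above its plate's cutoff, the mean of tested wells on that plate plus 3 SD, cut at about 29% in these data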;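 also: 0% = Melanotan II alone and 100% = Melanotan II plus saturating MCL0020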
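Material: human MC4R-expressing U2OS cells. Probe or stimulus: Melanotan II challenge. Dosing: 6.5 µM single dose. Times: 30-min compound, 1-h challenge, 1-h detection, room temperature. Technique: TR-FRET with Eu-cAMP and labeled anti-cAMP, 671 nm. Replication: singlicate.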
* marks the source's active call; other numbers are inactive results; nt = no result given.

molecule,HTR2A ag,Glyco luc inh,MC4R ag barr,H9c2 protect,ABCB6 inh 2,ABHD5 PLIN5 PPI,aDG glyco up,iPSC survival up,Granule exo inh,MC4R antag cAMP
Cc1cc(NC(=O)CSc2nnc(C3CC3)n2N)c([N+](=O)[O-])cc1C,4,0,-3.9,-2,135,-2,-0.3,0.0,-11,6
COc1cccc(C(=O)COC(=O)C(C)N2C(=O)c3ccccc3C2=O)c1 (stereo unspecified),2,2,2.5,11,101,11,0.1,-0.6,-1,-10
O=C(Cc1ccccc1F)OCN1C(=O)c2ccccc2C1=O,-8,0,-1.0,-2,89,12,-0.2,0.1,1,6
O=C(NCC1CCCN1S(=O)(=O)c1cccs1)c1ccccc1F (stereo unspecified),5,2,-5.8,5,96,1,-0.1,-0.3,18,4
Nc1ncnc2c1C1(CCCCC1)Cc1ccccc1-2,-3,-7,0.0,-17,103,-2,-0.2,-0.9,2,3
CC(=O)Nc1cccc(/C(C)=N/NS(=O)(=O)c2ccc(C)cc2)c1,-2,0,-2.8,-2,100,-2,0.1,0.0,-1,8
CC(=NNC(=S)N1CCCCCC1)c1ccccn1,11,-8,-0.8,-14,100,0,-0.5,-1.5,-10,4
Cc1cc(N2CCN(C(=O)c3ccco3)CC2)n2ncnc2n1,0,0,-2.4,1,100,0,-0.2,3.5,13,9
Cc1ccccc1NC(=O)CN1C(=O)CSc2ccccc21,5,-3,-0.9,6,96,4,0.2,-0.8,-6,6
C/C(=N\Nc1ccc(Cl)c(C(=O)O)c1)c1ccccn1,-3,3,-1.2,-3,97,-3,0.1,-0.1,-7,8
CCOC(=O)c1c(C)[nH]c(N=Nc2ccccc2)c1C,2,-2,-0.6,-9,103,-13,-0.5,-1.9,6,2
OC1(C#CCN2CCOCC2)CCCCC1,-1,3,3.9,5,102,5,0.3,-1.1,4,6
CC(=O)Nc1ccc2nc(NS(=O)(=O)c3ccc(C)cc3)sc2c1,6,0,1.9,-5,96,-2,-0.1,0.2,-3,10
COc1ccc(N2CCN(C(=O)C3CCCN(S(=O)(=O)c4c(C)noc4C)C3)CC2)cc1 (stereo unspecified),-2,-2,0.6,-3,98,-5,0.0,-0.4,-2,11
COC(=O)c1ccc(/C=C2/C(=O)Oc3ccccc32)cc1,4,1,1.1,-5,100,3,0.0,0.5,1,14
Cc1cc(=O)cc(C)n1-c1ccc2c(c1)nc(C)n2-c1ccccc1,-3,2,0.4,3,100,5,-0.1,2.2,-14,17
Cc1ccc(-c2nnc(COC(=O)c3cccs3)o2)cc1,2,-2,-2.6,0,99,-2,-0.1,-0.6,-1,8
CCOC(=O)C1=C(C)NC2=C(C(=O)c3ccccc32)C1c1cccnc1 (stereo unspecified),9,2,-1.1,14,85,-3,0.3,-0.2,0,1
CC(=O)Nc1ccc(S(=O)(=O)NCC(=O)OCC(=O)c2cc(C)n(-c3ccc4c(c3)OCO4)c2C)cc1,3,-1,0.4,6,99,9,-0.3,2.5,-2,-3
C[C@H](CO)N1C[C@H](C)[C@@H](CN(C)Cc2ccc(Cl)c(Cl)c2)OCCCC[C@H](C)Oc2ccc(NC(=O)CCC(F)(F)F)cc2C1=O,1,-6,-0.5,-7,100,4,0.0,-1.1,2,2
Oc1ccc(N=Nc2nc(-c3ccccc3)c(-c3ccccc3)[nH]2)cc1,4,2,-2.2,29,140,2,0.4,-0.8,0,12
COc1ccc(CN(CCNC(=O)CCCCC(=O)NCCN(Cc2ccc(OC)cc2)C(C)C)C(C)C)cc1,-1,-5,0.1,2,101,-3,0.0,-0.3,-6,-3
COc1ccc(S(=O)(=O)N2N=C(c3ccc(NS(C)(=O)=O)cc3)CC2c2ccco2)cc1 (stereo unspecified),-4,-1,3.5,-4,105,6,-0.2,-0.8,0,20
Cc1cc(C)cc(N(C(=O)CNS(=O)(=O)c2ccccc2)C(C(=O)NCc2ccccc2)c2ccc(C)o2)c1 (stereo unspecified),5,1,0.4,13,96,7,0.0,2.8,-10,2
C=C(C)c1ccccc1,1,1,1.7,5,101,-3,0.2,-2.8,-4,21

Given as labelled records: entries from further up.
> Cc1ccc(-c2nnc(COC(=O)c3cccs3)o2)cc1
  HTR2A ag: 2
  Glyco luc inh: -2
  MC4R ag barr: -2.6
  H9c2 protect: 0
  ABCB6 inh 2: 99
  ABHD5 PLIN5 PPI: -2
  aDG glyco up: -0.1
  iPSC survival up: -0.6
  Granule exo inh: -1
  MC4R antag cAMP: 8
> C=C(C)c1ccccc1
  HTR2A ag: 1
  Glyco luc inh: 1
  MC4R ag barr: 1.7
  H9c2 protect: 5
  ABCB6 inh 2: 101
  ABHD5 PLIN5 PPI: -3
  aDG glyco up: 0.2
  iPSC survival up: -2.8
  Granule exo inh: -4
  MC4R antag cAMP: 21

(cont.)
molecule,HTR2A ag,Glyco luc inh,MC4R ag barr,H9c2 protect,ABCB6 inh 2,ABHD5 PLIN5 PPI,aDG glyco up,iPSC survival up,Granule exo inh,MC4R antag cAMP
CCn1c(=O)cc(SCC(=O)Nc2cccc(SC)c2)c2ccccc21,8,-1,-0.7,8,94,1,-0.2,2.6,-4,3
C/C(=N\NC(=S)Nc1cccc(C)c1)c1ccccc1,-3,0,-1.5,1,100,-11,0.7,-0.6,-2,0
CSc1nnc(C(C)c2ncc(C(F)(F)F)cc2Cl)n1C (stereo unspecified),5,0,1.9,-6,113,-2,-0.2,4.8,0,12
Cc1nc(-c2ccc(F)cc2)c(CC(=O)N(C)CC(=O)Nc2cccc(F)c2)s1,13,-1,-0.9,4,96,-8,-0.2,4.7,-1,-2
CC(=O)Nc1ccc(/C=C/c2ccc3c([N+](=O)[O-])cccc3n2)cc1,6,-1,-3.8,-11,91,1,0.1,-0.6,25,-3
CCCS(=O)(=O)NC(=O)C1(C)CCN(C(=O)c2ccc(F)c(C)c2)C1 (stereo unspecified),-2,1,-1.5,-2,90,5,-0.3,-0.4,-2,5
O=S(=O)(c1cnccc1N1CCN(CCO)CC1)N1CCCCC1,9,1,-2.5,-2,92,10,0.0,-0.4,1,-5
CCC(=O)Nc1c2c(nn1-c1ccc(F)cc1)CS(=O)(=O)C2,5,1,1.1,9,96,-4,-0.1,-0.3,7,4
COCCNC(=O)C1(C)CCN(C(=O)C2(c3ccc(Cl)cc3)CCCC2)C1 (stereo unspecified),5,2,0.0,-7,88,8,0.3,0.9,13,5
CCCOc1ccc(/C=N/NC(=O)C(C)Sc2ccccn2)cc1OCC (stereo unspecified),6,0,-0.7,-4,102,-1,0.4,1.2,-3,1
CCOc1ccc(-c2nnc(-c3cccnc3)o2)cc1OCC,4,6,-1.6,4,96,-1,-0.2,-1.1,0,4
O=C(Cc1cccc(NC(=O)C2CCCN(C(=O)C3CCCCC3)C2)c1)Nc1cccc(C(=O)N2CCCCC2)c1 (stereo unspecified),-2,-1,-0.2,-6,107,-1,1.2,6.5,-2,3
CCNC(=O)C(=O)Nc1ccc2c(c1)N(S(=O)(=O)c1cccs1)CCC2,3,-1,-3.7,13,98,3,0.2,-0.4,2,-4
CCOC(=O)C1CCN(S(=O)(=O)c2ccc(C)c(C)c2)CC1,2,-3,-3.1,-4,94,6,0.1,1.4,7,9
CC1CCC(CN2C(Nc3ccccc3)=NC[C@@H]2C)CC1 (stereo partly specified),-4,-1,-2.4,0,96,-3,0.3,-0.6,0,7
S=C(NCc1ccco1)Nc1ccc(Cl)c(Cl)c1,0,-3,8.0,-24,93,-8,0.1,-2.6,-3,13
OC(COC(c1ccccc1)c1ccccc1)CN1CCc2ccccc2C1 (stereo unspecified),-6,-3,0.2,-12,99,3,0.9,-1.8,-3,4
CCCn1c(=O)[nH]c(=O)c2c(C(F)(F)F)cc(-c3ccc(C)cc3)nc21,1,4,-2.1,-15,93,0,0.2,0.3,-5,2
COc1ccc2[nH]c3c(Cl)ncnc3c2c1,4,4,-0.4,-1,98,1,0.6,-2.9,2,-16
CC(OC(=O)c1ccc(S(=O)(=O)N2CCCCC2)cc1)C(=O)NC1CCCCC1C (stereo unspecified),1,0,2.1,-3,103,-5,-0.2,0.1,-1,17
O=C(O)c1sccc1S(=O)(=O)N1CCOCC1,3,3,-3.2,0,94,4,-0.2,-0.4,1,12
Cc1ccccc1CN1CCC(CNC(=O)C2CCCN(c3ncnc4c3nc3n4CCCCC3)C2)CC1 (stereo unspecified),-10,5,1.3,8,98,6,-0.4,-0.5,-19,10
O=C(COc1ccccc1)NC1CCCCCCC1,-2,-3,-3.9,0,102,-4,0.1,-0.4,-3,12
O=C(CN1CCC(n2nnc3cc(C(F)(F)F)ccc32)CC1)N1CCc2ccccc21,1,-2,0.3,-12,96,0,0.4,-2.6,3,-2
COc1ccc(C(=O)N[C@H](C(=O)Nc2ccc(OC)nc2)C(C)C)cc1,2,0,-2.1,-2,99,0,1.1,1.8,-2,1
COc1cc2c(cc1OC)CN(CC(=O)Nc1ccc(F)cc1)CC2,-8,1,2.1,2,100,-3,-0.2,-0.6,3,3
Clc1ccc(Cn2nnc(-c3ccc(N4CCOCC4)cc3)n2)cc1,2,0,2.1,-6,98,-5,-0.2,0.4,6,6
O=C(Nc1ccccc1F)c1ccc(CSc2ncccn2)cc1,2,-4,-1.4,-4,101,-1,-0.3,0.3,2,4
Cc1nc(N2CCOCC2)nc(N2CCN(c3ccccc3)CC2)c1[N+](=O)[O-],1,-1,-0.9,-5,92,1,-0.3,-1.1,-1,11
CC1CCCN(C(=S)Nc2ccc(F)cc2)C1 (stereo unspecified),2,0,-1.8,-5,96,1,-0.2,0.5,1,4
Cc1c(C(=O)Nc2ccc3c(c2)OCCO3)oc2ccc(Br)cc12,-11,-1,-0.4,-9,102,6,0.1,-0.4,-5,2
COc1ccc(-c2sc3ccc(OC)cc3c2-c2ccc(OC)nc2)cc1,4,-2,1.0,-13,101,5,0.2,-1.8,18,0
CC1(C)Oc2cc3oc(C(=O)O)cc(=O)c3cc2-c2ccccc21,2,1,-1.5,2,93,6,-0.1,8.4,1,-2
CCOC(=O)C1CCCN(c2nc3ccccc3nc2C(C#N)C(=O)NCc2ccccc2)C1 (stereo unspecified),1,0,-1.0,-15,119,0,0.1,-1.9,2,8
O=S(=O)(Nc1ccc2c(c1)nc1n2CCN(Cc2ccccc2)C1)c1ccccc1,-3,-2,-0.3,-3,96,4,-0.3,-0.5,6,0
CSCCC(NC(=O)c1ccccc1)C(=O)NNC(=O)c1ccccc1 (stereo unspecified),4,-1,-1.3,4,96,-7,-0.4,1.7,0,0
COc1ccc(-c2oc3c(c2C#CC(C)(C)O)C(OC)CCC3)cc1 (stereo unspecified),-7,nt,nt,nt,100,1,-0.3,-0.4,14,nt
COc1ccc(-c2csc(NC(=O)c3ccco3)n2)cc1,-2,1,-0.8,5,99,-2,0.3,-1.6,-3,11
C[C@H](CO)N1C[C@H](C)[C@@H](CN(C)Cc2ccncc2)Oc2ccc(NC(=O)Cn3cnnn3)cc2C1=O,6,2,1.8,-5,98,16,-0.1,-1.7,32,11

Assay outcomes from PubChem.

Compounds as they come; about 4.5% have a hit in one of these screens.
